# High-throughput results from PubChem BioAssay.
# FXN GAA850 act: FXN promoter activators, primary screen, cell-based, luciferase luminescence, HEK293 lucGAA850 | 360,000 compounds, 0.56% hits | AID 540364, 2011 | HEK293 lucGAA850 FXN promoter luciferase reporter, 24 h; percent of 10 µM SAHA response | activation, % at 6 µM;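 active means activation above the average of all compounds screened plus 3 SD, cutoff fixed separately per campaign, cut at about 7.5% in these data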;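 further: 0% = DMSO wells and 100% = 10 µM SAHA wells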
# DAX1 inh-1: DAX1 (NR0B1) inhibitors, primary screen, cell-based, HEK293, Gal4-DAX1, luciferase luminescence. Nuclear receptor subfamily 0 group B member 1 (Homo sapiens), P51843. 340,000 compounds, 0.99% hits. HEK293 Gal4-DAX1 luciferase reporter. AID 504766, 2011. inhibition, % at 6.75 µM;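 active means inhibition above the mean over all tested compounds plus 3 SD, cut at about 4.2% in these data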;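 further: 0% = DAX1-transfected cells with DMSO and 100% = empty-vector control cells with DMSO; inhibition shows as a rise in luminescence from relieved DAX1 repression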
# ADAM17 inh: ADAM17 inhibitors, primary screen, biochemical, QFRET; Disintegrin and metalloproteinase domain-containing protein 17 (Homo sapiens), P78536; recombinant ADAM17, EDANS/DABCYL FRET peptide cleavage; inhibition, % at 6.95 µM; 370,000 compounds, 0.83% hits; AID 720648, 2013;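 active means inhibition above the mean of compounds lying between control limits plus 3 SD, set per campaign, cut at about 8.5% in these data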;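 further: 0% = DMSO-only wells as the low control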
# NPR1 activator: GC-A stimulated cGMP production enhancers – HEK293 GC-A cells, cGMP TR-FRET, EC30 ANP, primary screen. 370,000 compounds, 0.14% hits. activation, % at 10 µM. AID 1671463, 2021. 0% at EC30 ANP, 100% saturating ANP. Atrial natriuretic peptide receptor 1 (Homo sapiens), P16066; in the data active means activation above about 40%
# Target sequence (P16066 whole entry, looked up): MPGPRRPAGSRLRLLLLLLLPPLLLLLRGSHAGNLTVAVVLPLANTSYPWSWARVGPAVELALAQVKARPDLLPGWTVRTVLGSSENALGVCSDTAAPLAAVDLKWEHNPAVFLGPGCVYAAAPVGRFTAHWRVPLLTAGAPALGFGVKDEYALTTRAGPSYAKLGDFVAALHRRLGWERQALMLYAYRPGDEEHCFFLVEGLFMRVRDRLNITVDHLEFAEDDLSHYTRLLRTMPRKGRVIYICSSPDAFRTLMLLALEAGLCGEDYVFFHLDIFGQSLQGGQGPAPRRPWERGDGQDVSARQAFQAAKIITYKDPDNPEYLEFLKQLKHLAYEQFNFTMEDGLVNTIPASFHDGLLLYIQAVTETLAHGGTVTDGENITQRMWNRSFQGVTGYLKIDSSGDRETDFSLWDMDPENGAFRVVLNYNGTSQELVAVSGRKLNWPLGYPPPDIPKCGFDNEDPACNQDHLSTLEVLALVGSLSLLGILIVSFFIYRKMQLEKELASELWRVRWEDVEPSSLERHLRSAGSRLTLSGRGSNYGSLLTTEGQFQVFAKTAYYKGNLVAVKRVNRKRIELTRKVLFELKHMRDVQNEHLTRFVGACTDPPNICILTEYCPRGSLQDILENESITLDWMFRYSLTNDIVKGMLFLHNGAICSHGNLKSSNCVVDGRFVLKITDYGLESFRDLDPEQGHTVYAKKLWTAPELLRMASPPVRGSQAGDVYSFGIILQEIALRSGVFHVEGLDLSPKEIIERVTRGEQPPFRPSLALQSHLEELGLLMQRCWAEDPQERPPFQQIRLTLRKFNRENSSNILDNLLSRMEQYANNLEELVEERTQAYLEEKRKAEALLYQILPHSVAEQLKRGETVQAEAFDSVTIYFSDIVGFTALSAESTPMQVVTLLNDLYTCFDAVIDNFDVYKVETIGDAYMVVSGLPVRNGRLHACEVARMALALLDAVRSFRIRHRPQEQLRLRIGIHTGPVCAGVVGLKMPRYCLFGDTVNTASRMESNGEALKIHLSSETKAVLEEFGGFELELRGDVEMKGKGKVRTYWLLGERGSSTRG
# ssDAF12 agonist: S. stercoralis DAF-12 nuclear receptor activators, primary screen, cell-based, luminescence, HEK293, GRIP1 co-expression, lit1-tk-luc. 370,000 compounds, 1% hits. activation, % at 6.8 µM. HEK293 ssDAF-12/GRIP1 lit1-tk-luc reporter; % of 3 µM dafachronic acid response;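 active means activation above the mean over all tested compounds plus 3 SD, cut at about 0.9% in these data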;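 further: 0% = DMSO-only wells and 100% = 3 µM delta7-dafachronic acid wells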
# SMARCA2 activ: SMARCA2 (BRM) function activators, primary screen, cell-based, luminescence, high throughput; MG213 cells, MMTV-luciferase reporter, dexamethasone, overnight; activation, % at 9.1 µM; 370,000 compounds, 1% hits; AID 652017, 2013; in the data active means activation above about 7.8%;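 further: 0% = vehicle wells and 100% = reference activator wells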
# DAX1 inh-2: DAX1 (NR0B1) inhibitors on StAR promoter, primary screen, cell-based, luminescence, SF-1 (NR5A1), full-length DAX-1; HEK293T StAR-luciferase reporter, SF-1/DAX-1 repression relief; inhibition, % at 6.8 µM; 370,000 compounds, 1.1% hits; AID 652010, 2013;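 active means inhibition above the mean over all tested compounds plus 3 SD, cut at about 3.6% in these data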;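 further: 0% = DAX-1 cells with DMSO and 100% = cells lacking DAX-1 with DMSO; higher inhibition means more luminescence from relief of DAX-1 repression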
# hgDAF-12 ag: H. glycines DAF-12 receptor agonists, primary screen, cell-based, luminescence, HEK293, GAL4 fusion, UAS-luciferase; HEK293 GAL4-hgDAF12 UAS-luciferase reporter, agonist luminescence; normalized to butyrate control; activation, % at 6.8 µM; 370,000 compounds, 1.8% hits; AID 687014, 2013;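 active means activation above a cutoff set at the mean of all screened compounds plus 3 SD, cut at about 10% in these data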;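 further: 0% = DMSO wells and 100% = sodium butyrate wells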
# ADAM10 inh: human ADAM10 inhibitors, primary screen, biochemical, QFRET, HTS; 370,000 compounds, 0.62% hits; AID 720582, 2013; recombinant ADAM10, EDANS/DABCYL FRET peptide cleavage, 3 h; inhibition, % at 7 µM; Disintegrin and metalloproteinase domain-containing protein 10 (Homo sapiens), O14672;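 active means inhibition above a per-campaign cutoff equal to the mean of compounds falling between control-based bounds plus 3 SD, cut at about 20% in these data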;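 further: 0% = DMSO wells while the 100% control is not disclosed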
# PG9 binder: binders of HIV-1 gp120 antibody PG9, primary screen, biochemical, TR-FRET | HIV-1 gp120 / PG9 antibody interaction | TR-FRET gp120-PG9 antibody binding | inhibition, % at 6.7 µM | 360,000 compounds, 0.43% hits | AID 624416, 2012; in the data active means inhibition above about 8.5%
# hcDAF12 agonist: H. contortus DAF-12 nuclear receptor activators, primary screen, cell-based, luminescence, HEK293, lit1-tk-luc reporter; 370,000 compounds, 1.4% hits; activation, % at 6.8 µM; HEK293 hcDAF-12 lit1-tk-luc reporter; 0% DMSO, 100% Δ7-dafachronic acid;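 active means activation above the mean of all tested compounds plus 3 SD, cut at about 5.5% in these data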;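 further: 100% = response to 3 µM Δ7-dafachronic acid high control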
# Active calls of the source: *; i = inactive; . = not tested or not shown. Rows are unselected; any-hit rate near 6.8%.
SMILES,FXN GAA850 act,DAX1 inh-1,ADAM17 inh,NPR1 activator,ssDAF12 agonist,SMARCA2 activ,DAX1 inh-2,hgDAF-12 ag,ADAM10 inh,PG9 binder,hcDAF12 agonist
COc1ccc(CNC(=O)C2CCCN2S(=O)(=O)c2ccc(S(=O)(=O)N(C)C)cc2)cc1 (stereo not given),-3.9,0.1,-4,1,-1.2,1,0.2,-1.5,2,-0.7,-1.2
O=C(NCCCl)Nc1cccnc1Cl,1.1,0.1,-2,-2,-1.9,2,0.4,-0.3,0,-2.1,-0.8
C[C@@H]1C(=O)N2N=Cc3cc4ccccc4cc3[C@H]2N2N=Cc3cc4ccccc4cc3[C@@H]12,.,.,-5,-8,-1.6,-2,-2.5,-7.4,-10,.,-2.1
CS(=O)(=O)N1CCC(C(=O)Nc2ccc(F)cc2F)CC1,-0.5,-0.8,-5,3,-0.5,-2,-1.0,-2.5,4,0.5,-0.9
Cc1cccc(NCN2C(=O)c3ccncc3C2=O)n1,-1.7,1.6,-3,3,-0.4,4,-0.2,0.9,-4,0.9,-1.2
COc1ccc(CCN(C)C(=O)C2CCN(Cc3ccccc3)CC2)cc1OC,0.5,1.3,1,-3,-1.2,4,-0.6,1.0,8,1.0,0.2
O=C(NCc1ccccc1)C1=C[C@@H](c2ccccc2)C[C@@H](OCCCCO)O1,3.4,2.1,-4,1,-1.7,1,0.0,0.2,-1,0.4,1.4
C=CCOc1ccc(C(=O)Nc2ccccc2C(=O)N2CCCC2)cc1,0.7,-0.2,-1,2,-1.0,-1,-1.1,-1.9,0,-0.1,-1.4
O=C(c1cc2ccccc2oc1=O)N1CCOCC1,7.7*,2.9,-3,2,0.4,8.0*,2.8,11*,-10,-2.0,6.7*
CC(C)[C@H](NS(=O)(=O)c1ccc(F)cc1F)C(=O)N1CCC[C@H]1C(=O)NCc1ccccc1,.,.,5,-1,-1.0,-3,1.9,1.5,1,0.8,0.1
CCOC(=O)Cn1c(S(=O)(=O)Cc2ccc(F)cc2)nc(-c2ccccc2)c1-c1ccccc1,-6.3,-1.6,2,-14,-1.7,0,-0.9,-4.5,3,-1.3,-1.1
O=C(NC(=S)N1CCN(c2ccc([N+](=O)[O-])cc2)CC1)c1ccccc1Cl,-0.5,0.5,-1,2,-1.1,-1,-0.3,-4.0,9,-1.7,-1.8
COCC(C)n1c(=O)sc2ccccc2c1=O (stereo not given),-0.7,1.0,-4,1,-0.5,-1,0.0,3.0,0,-3.6,0.5
COC(=O)c1ccc(CN2CCC(n3nccc3NC(=O)C3CCCC3)CC2)cc1,0.6,-1.1,-6,2,-1.0,-1,0.5,1.2,-1,0.2,-0.7
Cc1c(C)n(C(=O)CSc2ncn[nH]2)c2ccccc12,1.6,0.2,-5,-1,-1.3,-1,-0.2,0.5,3,1.3,0.5
O=C(NCc1n[nH]c(=S)n1-c1ccc(Br)cc1)c1ccc(S(=O)(=O)N2CCCCC2)cc1,2.3,1.1,4,-1,-0.5,3,0.3,-2.0,11,-3.7,0.0
CCN(C(=O)COc1cc(=O)n(CC)c2ccccc12)c1cccc(Cl)c1,-5.3,0.6,0,-2,-0.5,-3,-1.2,-1.3,-5,-0.4,-1.5
COc1cc(NC(=O)CCC(=O)O)nc(OC)n1,0.8,-0.2,-2,3,-1.3,0,0.1,-0.6,2,0.5,1.3
COC(=O)c1cccc(NC(=O)COC(=O)CSc2nc(C)cc(C)n2)c1,1.5,-0.9,-3,-4,-0.7,0,-0.1,2.3,3,1.6,-0.8
Cc1ccc(S(=O)(=O)N2CCN(CC(=O)N/N=C\C(Cl)=C\c3ccccc3)CC2)cc1,1.7,0.2,-1,-6,-1.0,0,0.6,-0.9,4,-2.2,-2.1
CCN(C[C@H]1N[C@@](CC)(C(=O)OC)[C@H]2C(=O)N(C)C(=O)[C@@H]12)C(=O)Nc1ccc(F)cc1,-1.5,0.1,0,1,-1.2,-3,0.3,-0.8,-3,-2.0,-3.4
CC1(C)CC(=O)N(Cc2ccccc2)C(=O)C1,1.7,4.5*,-2,-1,-1.5,-1,-0.5,-1.5,-5,-1.8,0.7
O=C(Cn1[nH]c(=O)c2ccccc2c1=O)Nc1ccc(-c2nnc3n2CCCCC3)cc1,0.2,-0.7,0,2,-1.0,2,0.9,-1.3,6,-1.2,-0.4
CCC1(C)Cc2ccccc2-c2nc(NN)[nH]c(=O)c21 (stereo not given),0.8,0.0,-104,-2,-0.7,-3,-0.2,-0.4,-277,0.2,-0.9
CCN1CCN(S(=O)(=O)c2ccc(Cl)c(C(=O)N(C)CC(=O)Nc3c(C)cccc3C)c2)CC1,-1.9,-0.6,4,4,-1.5,-4,0.5,-2.4,-8,-2.6,1.1

# (cont.)
SMILES,FXN GAA850 act,DAX1 inh-1,ADAM17 inh,NPR1 activator,ssDAF12 agonist,SMARCA2 activ,DAX1 inh-2,hgDAF-12 ag,ADAM10 inh,PG9 binder,hcDAF12 agonist
C#CCOCCOCCOCCNc1nc(N2CCN(C(=O)Cn3cc(CCO)nn3)CC2)nc(N2CCN(C(=O)[C@H](C)n3cc(CCCN=C(N)N)nn3)CC2)n1,-0.8,-0.8,0,3,-1.1,1,0.9,0.6,4,0.6,-0.3
O=C(O)/C(=C\c1cccc(F)c1)c1ccc(S(=O)(=O)N2CCCC2)s1,-0.5,-0.9,-4,0,-1.2,-2,1.4,4.7,-13,-1.0,3.1
C[C@H](CO)N1C[C@H](C)[C@@H](CN(C)C(=O)NC2CCCCC2)Oc2c(NC(=O)C3CCCCC3)cccc2C1=O,0.5,-0.1,-2,2,-0.1,-1,0.1,-0.2,-6,-2.5,-1.6
CN(C)CCOc1cccc(Cl)c1,-0.4,0.3,-2,-3,-0.1,0,0.3,-1.3,-2,-2.5,-0.5
COc1ccc(NC(=O)c2cccnc2SC)cc1S(=O)(=O)N1CCCCC1,-2.0,1.0,-3,-8,-1.3,-5,-0.7,-1.1,-9,-0.3,0.3
O=C(CN1CCCSc2ccccc21)N1CCN(S(=O)(=O)c2cccc(F)c2)CC1,1.1,-0.3,1,-4,-0.6,-3,0.0,0.0,0,-0.9,-1.7
O=C(COC(=O)Cc1ccsc1)Nc1ccc(Cl)cc1F,-0.2,0.6,-3,0,-0.8,4,0.8,1.4,-6,-1.3,-0.3
COc1ccc(-n2c(COc3cccc(C)c3)nnc2SCC(=O)NCc2ccco2)cc1,1.4,-0.3,-2,-16,-0.9,-2,-0.2,-3.2,8,1.3,-2.1
CS(=O)(=O)N1CCC(C(=O)N2CCc3ccccc3C2)CC1,0.8,-0.2,1,5,-1.1,-4,0.4,-1.2,-1,1.6,0.6
CCOC(=O)c1ccc(NC(=O)c2ccccc2N(C)S(=O)(=O)c2ccccc2)cc1,0.3,-1.8,4,-3,-1.4,-4,-0.7,-2.3,-1,0.3,-1.8
COc1ccc(COC(=O)Nc2cn(C)nc2C(F)(F)F)cc1,-1.7,1.7,0,.,-1.0,4,-0.5,-2.2,1,-0.1,-1.2
O=C1CN(C(=O)COC(=O)c2ccccc2Br)c2ccccc2N1,0.8,0.2,1,21,-1.4,6,0.8,0.6,9,-0.1,-1.0
CC(=O)n1nc(-c2cccc(C)c2)nc1SCC(=O)Nc1ccccc1,1.1,-1.0,1,-1,-1.1,-2,-0.6,0.6,-2,0.5,-0.8
COC(=O)CC(NS(=O)(=O)c1cccs1)c1cccc2ccccc12 (stereo not given),-2.6,-0.2,-2,-3,-1.3,2,-0.5,0.4,-13,0.9,-2.0
COc1ccccc1NC(=O)CCC(=O)O,0.3,-1.6,1,0,-1.2,-4,-0.7,-0.9,9,0.6,-1.9
CC(Oc1cccc(NC(=O)c2cccs2)c1)C(=O)c1ccccc1 (stereo not given),4.2,-1.1,4,0,-1.9,-1,0.0,-0.3,11,0.8,-1.3
O=C(NCCC1=CCCCC1)C1CCC(CNS(=O)(=O)c2ccccc2)CC1 (stereo not given),-2.2,0.5,4,2,-1.3,0,-0.5,-2.1,2,2.1,-3.8
C=C1C[C@H](O)[C@@H]2[C@H](OC(=O)[C@H]2C)[C@H]2[C@H](C)[C@@H](O)C[C@@H]12,2.5,0.3,1,-1,-1.2,-1,-0.4,0.9,0,0.1,0.4
Cc1ccc(NC(=O)c2sccc2SCc2cccc(C(F)(F)F)c2)cc1,1.6,-0.1,3,-8,-1.6,-2,-0.5,4.8,2,1.3,-1.4
CN(C(=O)CSc1nnc(-c2cccnc2)n1-c1ccccc1F)C1CCS(=O)(=O)C1 (stereo not given),1.6,1.5,-1,0,-1.6,-3,-0.2,-0.5,-2,-3.5,-0.3
CCN1C(=O)c2cccc3c(S(=O)(=O)N(C)C)ccc1c23,-0.3,0.2,-288,1,0.5,1,-1.6,-1.9,i,1.1,-0.9
Cc1cccc(OCCCC(=O)Nc2ccc(S(N)(=O)=O)cc2)c1C,-0.8,0.3,3,-1,-0.8,0,0.1,-1.6,4,0.4,-2.3
NC(=O)CSc1nnc(Cc2ccc3c(c2)OCO3)o1,0.5,0.0,-3,-2,-1.6,-1,-0.1,0.1,1,2.4,-2.1
COc1ccc(N(CC(=O)N/N=C/c2ccc(OC)c(OC)c2)S(=O)(=O)c2ccccc2)cc1,3.7,-1.1,-3,10,-1.3,2,0.2,-1.9,-2,-0.2,-2.7
CCOC(=O)c1ccc(-c2c(-c3ccc4c(c3)OCO4)noc2C)cc1F,2.8,0.8,6,-1,-1.5,-1,-0.6,1.3,14,-2.9,-0.5
CC1CC(=O)c2cnc(NCc3ccco3)nc2C1 (stereo not given),-0.3,2.0,4,-1,-1.1,-1,-0.3,0.9,3,-1.3,1.1
Cc1ccc(Nc2nc(=O)c3cccnc3s2)c(Br)c1,-3.5,-0.3,-3,0,-1.6,2,-0.5,-6.1,0,-2.0,-2.0

# 2 of the compounds above, bar-delimited:
Molecule | FXN GAA850 act | DAX1 inh-1 | ADAM17 inh | NPR1 activator | ssDAF12 agonist | SMARCA2 activ | DAX1 inh-2 | hgDAF-12 ag | ADAM10 inh | PG9 binder | hcDAF12 agonist
COc1ccc(N(CC(=O)N/N=C/c2ccc(OC)c(OC)c2)S(=O)(=O)c2ccccc2)cc1 | 3.7 | -1.1 | -3 | 10 | -1.3 | 2 | 0.2 | -1.9 | -2 | -0.2 | -2.7
O=C(O)/C(=C\c1cccc(F)c1)c1ccc(S(=O)(=O)N2CCCC2)s1 | -0.5 | -0.9 | -4 | 0 | -1.2 | -2 | 1.4 | 4.7 | -13 | -1.0 | 3.1
